Source: PubChem
Eya2 phos inh – qHTS Assay for Inhibitors of the Phosphatase Activity of Eya2; recombinant Eya2, OMFP fluorescence dephosphorylation (OMFP is methylfluorescein phosphate); Potency, µM (titrated, usually from 76.9 µM), without a hit: top-dose activity, negative = inhibition, most hits filed as inhibitors; 330,000 compounds, 0.006% hits; also: potency is read from the fitted curve at half-maximal effect; % is scaled to controls: 0 for no effect and ±100 for the full control effect
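Eya2 (0.2 uM) preincubated 10 min at ambient with compound, then OMFP substrate added at 50 uM; 10 min reaction in 50 mM HEPES pH 7.5, 50 mM NaCl, 5 uM MgCl2, 0.05% BSA, 1 mM DTT. Fluorescence read at Ex 485/Em 525 nm.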
USP2a block – qHTS Assay for Inhibitors of Ubiquitin-specific Protease USP2a Using CHOP2 as the Reporter | Ubiquitin carboxyl-terminal hydrolase 2 (Homo sapiens), O75604 | USP2 core, Ub-CHOP2 coupled fluorogenic reporter, 485/531 | 330,000 compounds, 0.01% hits | AID 463254, 2010 | Potency, µM (top dose mostly 38.3 µM), without a hit: top-dose activity change, negative = inhibition, hits mostly inhibitors;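 also: potency is read from the fitted curve at half-maximal effect; plate controls were DMSO wells for no effect and full inhibition by NEM control for full effect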
Target sequence (O75604 whole entry, looked up): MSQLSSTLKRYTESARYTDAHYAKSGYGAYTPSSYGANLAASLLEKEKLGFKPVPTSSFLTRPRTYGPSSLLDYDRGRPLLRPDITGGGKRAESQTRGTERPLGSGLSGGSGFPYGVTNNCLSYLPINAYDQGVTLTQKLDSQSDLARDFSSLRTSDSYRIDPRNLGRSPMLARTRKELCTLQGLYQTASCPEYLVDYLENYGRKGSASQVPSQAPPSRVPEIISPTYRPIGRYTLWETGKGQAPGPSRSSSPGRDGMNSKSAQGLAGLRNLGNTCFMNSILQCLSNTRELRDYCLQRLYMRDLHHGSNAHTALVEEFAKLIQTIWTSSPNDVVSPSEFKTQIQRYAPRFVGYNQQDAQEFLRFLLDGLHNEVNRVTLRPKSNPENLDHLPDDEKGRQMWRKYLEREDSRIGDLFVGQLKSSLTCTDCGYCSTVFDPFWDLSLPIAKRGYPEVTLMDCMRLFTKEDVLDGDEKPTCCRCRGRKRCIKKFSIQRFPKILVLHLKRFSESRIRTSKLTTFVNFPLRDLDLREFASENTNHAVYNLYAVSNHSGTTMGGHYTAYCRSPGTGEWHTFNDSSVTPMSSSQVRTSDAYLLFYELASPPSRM
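Cell-free coupled assay: 10nM USP2 core preincubated 30min RT with compound in Tris-HCl pH 8.0/CaCl2/CHAPS buffer, then 25nM Ub-CHOP2 and 25nM reporter substrate; fluorescence (Ex 485/Em 531) read after 60min RT, normalized to NEM inhibition, concentration-response curves fitted.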
Chronic BCR inh – qHTS Assay to Find Inhibitors of Chronic Active B-Cell Receptor Signaling; Potency, µM (series often up to 46.1 µM), for the others: at the highest dose ratio change, negative = lower green/red ratio, hits mostly inhibitors; 340,000 compounds, 0.05% hits; AID 493014, 2011; ABC-DLBCL IkBa-CBG/CBR reporter, luminescence ratio, 4 h; active = well fitted inhibition curve with a large enough effect in the signal ratio, with a control signal flat, not every such curve was filed as active; inconclusive = small, poorly fitted or top-dose-only effect, or effect the other way, or a change in a side signal; the % refers to the signal ratio;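 also: potency is read from the fitted curve at half-maximal effect; plate controls were basal doxycycline-induced cells for no effect and cells given 10 µM MG132 for full effect; MG132 reads +100%, hits lower the ratio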
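TMD8 ABC-DLBCL cells carrying doxycycline-inducible green luciferase fused to IkappaBalpha plus unfused red luciferase were exposed to compounds (up to 46 uM) for 4 hrs at 37C. Activity came from the overlap-corrected green/red luminescence ratio.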
KCNH2 WT inh – qHTS for Inhibitors of KCHN2 3.1: Wildtype qHTS; Voltage-gated inwardly rectifying potassium channel KCNH2 (Homo sapiens), Q12809; U2OS, BacMam KCNH2, thallium flux FluxOr; stronger effect = lower value; activity change, % at 1.84 µM; 340,000 compounds, 0.37% hits;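 active = maximum activity change below -70%; inconclusive = maximum activity change between -70% and -50%; inactive = maximum activity change above -50%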; also: % is scaled to controls: 0 for no effect and ±100 for the full control effect
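U2OS cells were transduced with wild-type KCNH2 virus (2.03 x 10^8 / mL) for 4 h at room temperature, then cultured overnight at 37 C. Thallium flux was read with FluxOr dye. Rate constants were normalized to DMSO controls.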
GALK inh – qHTS Assay for Inhibitors of Human Galactokinase (GALK). P51570. Purified GALK, Kinase-Glo residual ATP luminescence. Potency, µM (series often up to 57.5 µM), inactives show at the top dose activity change, negative = inhibition, most hits filed as inhibitors. 270,000 compounds, 0.007% hits. AID 1868, 2009; also: potency is read from the fitted curve at half-maximal effect; % is scaled to controls: 0 for no effect and ±100 for the full control effect
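Galactose (100 uM) and ATP (35 uM) were turned over by 5 nM GALK for 1 h at RT. Kinase-Glo Plus then converted the remaining ATP into a luminescent signal.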
Menin MLL FP TR – qHTS Assay for Inhibitors Targeting the Menin-MLL Interaction in MLL Related Leukemias: Competition With Texas Red Labeled MLL-derived Mutant Peptide; Menin + Texas Red MLL mutant peptide, fluorescence polarization; Potency, µM (titrated, usually from 61.6 µM), without a hit: top-dose FP activity change, negative = inhibition, usual class: inhibitors; 270,000 compounds, 0.23% hits; active = well fitted inhibition curve with a large enough effect in the polarisation, with a control signal flat, not every such curve was filed as active; inconclusive = small, poorly fitted or top-dose-only effect, or effect the other way, or a change in a side signal; inactive = no such curve, though single readings can be large or run the other way; the % refers to the polarisation; also: potency is read from the fitted curve at half-maximal effect; % of control where 0% means no effect; many of its hits are not listed in these tables
PKM2 act – qHTS Assay for Activators of Human Muscle isoform 2 Pyruvate Kinase | Pyruvate kinase PKM (Homo sapiens), P14618 | purified PKM2, Kinase-Glo ATP luminescence, activation; response scale: 0% is enzyme alone, no compound | Potency, µM (highest dose often 57.5 µM), for inactives: top-dose activation, actives largely listed as activators | 260,000 compounds, 0.34% hits | AID 1631, 2009; also: potency is read from the fitted curve at half-maximal effect; % is scaled to controls: 0 for no effect and ±100 for the full control effect; nearly all actives have a fitted effect of over 55% in size
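ATP formation by purified human PK-M2, quantified via coupled luciferase luminescence after 1 h at room temperature with 0.1 mM ADP and 0.5 mM PEP final.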
MBNL1-CUG inh – qHTS Assay for Inhibitors of MBNL1-poly(CUG) RNA binding | Muscleblind-like protein 1 (Homo sapiens), Q9NR56 | TR-FRET MBNL1-His/biotin-(CUG)12 binding, 665/545 ratio | Potency, µM (top dose mostly 57.5 µM), for the others: top-dose activity change, negative = inhibition, hits mostly inhibitors | 280,000 compounds, 0.036% hits | AID 2675, 2010; active = well fitted inhibition curve with a large enough effect in the signal ratio, with a control signal flat, not every such curve was filed as active; inconclusive = small, poorly fitted or top-dose-only effect, or effect the other way, or a change in a side signal; inactive = no such curve, though single readings can be large or run the other way; the % refers to the signal ratio; also: potency is read from the fitted curve at half-maximal effect; % is scaled to controls: 0 for no effect and ±100 for the full control effect
Target sequence (Q9NR56 whole entry, looked up): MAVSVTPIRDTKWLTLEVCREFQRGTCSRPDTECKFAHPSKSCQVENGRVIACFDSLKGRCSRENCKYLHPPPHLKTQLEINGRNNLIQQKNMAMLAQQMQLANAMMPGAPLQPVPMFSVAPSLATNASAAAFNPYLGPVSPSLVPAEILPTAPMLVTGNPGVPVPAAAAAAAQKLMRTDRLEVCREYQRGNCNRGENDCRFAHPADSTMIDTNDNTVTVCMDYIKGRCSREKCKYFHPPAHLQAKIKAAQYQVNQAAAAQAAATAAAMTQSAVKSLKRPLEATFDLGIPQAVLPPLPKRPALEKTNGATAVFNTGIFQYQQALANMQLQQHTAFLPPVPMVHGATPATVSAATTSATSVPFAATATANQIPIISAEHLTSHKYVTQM
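Inhibition of protein-RNA binding appears as loss of TR-FRET between terbium anti-His antibody on MBNL1-His and streptavidin-XL665 on biotin-(CUG)12. Activity is normalized to buffer-only and uninhibited-complex controls.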
Mito fusion yeast – qHTS Assay for Small Molecule Inhibitors of Mitochondrial Division or Activators of Mitochondrial Fusion; S. cerevisiae fusion-defective mutant growth rescue, CellTiterGlo 48 h; Potency, µM (highest dose often 46.1 µM), inactives show top-dose growth rescue (activation), usual class: activators; 320,000 compounds, 0.23% hits; AID 485298, 2010;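 also: potency is read from the fitted curve at half-maximal effect; % of control where 0% means no effect; nearly all actives have a fitted effect of over 45% in size; temperature-sensitive fusion mutants such as fzo1-1 at 37 °C on non-fermentable ethanol glycerol medium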
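Yeast fusion mutant, YPEG (non-fermentable carbon), compound, 48 h at 37C non-permissive; CellTiterGlo added, 10 min RT, luminescence read. Rescued growth = division inhibition.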
ASM inhibitor – Inhibitors of Secretory Acid Sphingomyelinase (S-ASM): qHTS | Potency, µM (highest dose often 57.5 µM), without a hit: at the highest dose activity change, negative = inhibition, hits mostly inhibitors | 340,000 compounds, 0.006% hits | AID 504937, 2011 | placental ASM, HMU-PC fluorogenic substrate, 60 min; also: potency is read from the fitted curve at half-maximal effect
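Fluorogenic HMU-PC substrate (9 uM final) is turned over by placental ASM in 60 min at 37 C after a 10 min compound preincubation. Reaction ended by alkaline stop (pH 10), with fluorescence read at 386/447 nm.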
TSHR antagonist – Antagonists of the Thyroid Stimulating Hormone Receptor: HTS campaign; Thyrotropin receptor (Homo sapiens), P16473; TSHR-expressing cells, TSH-stimulated cAMP HTRF, 2 h; stronger effect = lower value; activity change, negative = inhibition, % at 11.5 µM; 330,000 compounds, 0.2% hits; AID 504810, 2011;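 active = activity change below a set negative limit, meaning inhibition stronger than a set level, cut at about -70% in these data; inconclusive = activity change between two set negative limits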; also: % is scaled to controls: 0 for no effect and ±100 for the full control effect
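Inhibition of cAMP made by TSHR-expressing cells under TSH stimulation (4nM final, EC80; 2 h, 37 deg C) is quantified with a one-step lysis HTRF kit, anti-cAMP cryptate versus cAMP-d2.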
Starred values were filed as active, the others as inactive; ? = inconclusive; / = not tested or not shown; & = joins results of further samples; [ ] = another dose, or the depositor's remark. Unless noted, calls follow the shape of the dose curve; as a rule, active = well fitted curve in the direction sought with a large enough effect; inconclusive = small, poorly fitted or top-dose-only effect, or another doubt; inactive = no such curve, though single readings can be large; an effect the other way counts as inactive or inconclusive. Only part of the results is shown; the hit share may differ from the screen's.

SMILES	Eya2 phos inh	USP2a block	Chronic BCR inh	KCNH2 WT inh	GALK inh	Menin MLL FP TR	PKM2 act	MBNL1-CUG inh	Mito fusion yeast	ASM inhibitor	TSHR antagonist
Cc1ccc(NC(=O)CCCn2nc(C)c3c(C)n(-c4ccccc4)nc3c2=O)cc1C	7.7%	4.4%	-0.1%	4.8	0.0%	-2.8%	/	-2.3%	-22.4%	-0.4%	-1.6
Cc1occc1C(=O)N/N=C/C=C/c1ccccc1[N+](=O)[O-]	-7.1%	1.9%	?	-6.7	-0.7%	3.8%	2.3%	?	11.1%	-1.9%	-7.0
Nc1ccc(Oc2ncccn2)cc1	-14.4%	5.0%	?	-2.8	-0.9%	?	/	8.8%	-6.3%	4.9%	-2.1
O=C1C2CCCCN2C(=O)N1CCCCN1CCN(c2ccc([N+](=O)[O-])cc2)CC1 (configuration not stated)	13.6%	1.4%	-1.5%	9.4	8.5%	-11.9%	2.2%	?	2.0%	-14.5%	-0.3
O=S(=O)(c1ccc(F)cc1)N1CCN(c2ccccn2)CC1	-3.1%	-2.3%	4.4%	-5.9	2.0%	-6.9%	0.2%	-4.1%	10.7%	2.3%	0.2
Cc1cccc(C(=O)NC2CCCCCCC2)c1	-4.0%	3.7%	0.1%	20.4	-1.6%	-18.4%	/	8.9%	-6.9%	-0.6%	-6.0
COCC(=O)N1CCC(Oc2ccc(C(=O)NCCc3ccncc3)cc2)CC1	-6.9%	10.0%	?	0.8	-0.8%	5.7%	0.5%	2.2%	10.0%	1.9%	6.0
CCOc1cc(C)c(S(=O)(=O)NCc2ccccn2)cc1C	?	-0.7%	-0.8%	1.9	5.0%	1.0%	-14.0%	-2.1%	0.6%	1.1%	-3.9
CCn1c(=O)c2c(nc(SCC(=O)NC3CCCC3)n2C)n(C)c1=O	-6.6%	0.5%	3.0%	17.9	-2.1%	-6.6%	-9.7%	-1.6%	-0.8%	4.3%	-14.0
S=c1[nH]nc(-c2ccc(Cl)cc2Cl)n1-c1ccc2c(c1)OCCO2	21.5%	7.5%	0.0%	0.1	-6.7%	/	-1.6%	-5.5%	6.5%	-0.7%	-14.2
CCOC(=O)/C(C#N)=C1\SS/C(=C(/C#N)C(=O)OCC)S1	?	-6.5%	?	/	-2.5%	?	-17.8%	64.2%[activator]	8.7%	/	-5.0
Cn1c(C(=O)NCCc2ccsc2)cc2c(=O)n(C)c3ccccc3c21	-12.2%	0.4%	22.2%	-3.6	3.6%	7.2%	1.0%	-7.2%	4.2%	?	-7.7
COc1cccc(NC(=O)CC2COc3ccccc3O2)c1 (configuration not stated)	0.4%	0.7%	-22.4%	-2.2	0.1%	10.9%	3.7%	0.7%	-2.3%	-7.9%	0.9
COc1ccc(Cl)cc1NC(=O)CN(C)C(=O)c1ccc(N2CCCCCC2)c([N+](=O)[O-])c1	8.8%	1.9%	-0.5%	0.9	/	/	/	/	15.9%	-12.5%	-3.3
C=CCN1CCc2nc(N)sc2CC1	-1.6%	2.6%	5.6%	6.7	/	-1.2%&-1.5%&-1.6%	-9.8%	-17.5%	-2.1%	-0.5%	-0.7
Cn1nc(C(=O)Oc2cc(=O)n(C)c3ccccc23)c2ccccc2c1=O	-4.9%	1.1%	0.6%	-0.8	0.2%	-10.6%	-2.6%	0.1%	1.5%	3.7%	-6.2
CCCCNC(=O)C(=O)NCC1CCCN1S(=O)(=O)c1cccs1 (configuration not stated)	-4.5%	0.3%	10.6%	-1.9	/	/	/	/	3.9%	1.4%	11.2
C/C(=N\NC(=S)Nc1ccccc1)C1Cc2ccccc2C(=O)O1 (configuration not stated)	10.4%	-0.4%	-11.9%	1.8	/	/	?	10.4%	-5.1%	1.8%	15.8
O=C(COC(=O)c1ccc(Br)o1)Nc1ccc(Br)cc1	5.2%	0.0%	-10.2%	-1.9	/	/	/	/	10.0%	1.4%	48.4
CCCCc1nc(NCCN)c(C#N)c2c1CSC(C)(C)C2	-3.7%	1.0%	-13.4%	1.6	-2.6%	?	0.5%	4.2%	-5.5%	-0.1%	-5.3
NC1=NC[C@@H](CC2CCCCC2)N1CCc1cc(C(F)(F)F)cc(C(F)(F)F)c1	-15.6%	-27.5%	1.5%	29.9	/	/	/	/	/	-22.8%	-9.9
COCCN(CCOC)S(=O)(=O)c1ccc(C(=O)Nc2ccncc2)cc1	11.6%	0.4%	5.4%	-12.0	1.3%	8.7%	/	-2.0%	-5.2%	2.3%	6.6
Cc1ccc(-c2csc3ncn(C(C)C(=O)O)c(=O)c23)cc1 (configuration not stated)	1.0%	0.1%	-1.3%	-11.2	-1.1%	5.2%	-0.5%	-2.9%	0.8%	5.9%	-9.4
COc1ccc(NC(=O)COC(=O)CCCC2=NS(=O)(=O)c3ccccc3N2)cc1	5.8%	-1.0%	2.6%	-42.7	-2.1%	/	/	0.6%	1.7%	1.8%	-9.2
N#Cc1cccc(NC(=O)C2SC(=Nc3ccccc3)C(C(=O)N3CCOCC3)=C2N)c1 (configuration not stated)	-4.2%	2.3%	2.3%	39.4	-1.0%	1.9%	0.6%	/	-1.3%	-1.6%	-10.0
CSc1ccc(/C=C2\C(=N)N3N=C(CC(=O)N4CCCCC4)SC3=NC2=O)cc1	1.6%	0.4%	-1.8%	?	8.0%	38.9%[activator]	1.9%	-1.4%	-5.9%	-2.4%	-11.6
CC(C)Cn1c(N)c(C(=O)COC(=O)[C@H](C)NC(=O)c2ccccc2Cl)c(=O)n(C)c1=O	8.7%	-1.8%	5.0%	6.1	/	/	/	/	-3.8%	-1.6%	23.7
COC(CNC(=O)c1ccc(Cn2c(=S)[nH]c3cc4c(cc3c2=O)OCO4)cc1)OC	8.7%	-10.1%	6.3%	4.2	0.5%	?	-17.4%	-11.7%	-4.8%	-2.0%	-48.6
COc1ccc(NC(=O)CSc2nnc3n2CCCCC3)cc1	11.3%	-0.4%	0.6%	2.8	0.2%	3.7%	-2.3%	-2.2%	-0.7%	5.9%	-1.3
COCCN(Cc1cc2cc(C)ccc2n2nnnc12)C(=S)Nc1cccc(C)c1	3.9%	-3.7%	-3.5%	/	-1.4%	?	1.9%	-12.2%	-7.9%	-3.5%	9.3
CNCCC1Sc2ccccc2Oc2ccccc21 (configuration not stated)	-0.5%	-0.7%	?	19.9	-2.0%	?	-4.6%	-5.6%	5.7%	2.3%	6.3
O=C(NNS(=O)(=O)c1ccccc1F)c1cccc(S(=O)(=O)N2CCOCC2)c1	5.3%	2.4%	-3.4%	-11.3	-1.4%	-4.6%	-4.2%	/	-2.3%	-0.3%	4.6
S=C(Nc1ccccc1)Nc1nc2ccccc2n1CCOc1ccc(Cl)cc1	-6.0%	2.5%	?	52.4	0.6%	-7.8%	-3.8%	/	-7.4%	-6.4%	44.5
CC(C)c1ccc(NC(=O)c2cccnc2)cc1	2.8%	0.9%	-2.2%	-3.2	3.7%	3.7%	-3.1%	-7.3%	2.5%	-1.4%	11.3
CCOc1ccc(-c2cc(N3C(=O)Nc4ccccc4N3O)n[nH]2)cc1	1.5%	2.5%	?	-2.8	-2.5%	21.1%	-1.9%	3.3%	-5.0%	-2.6%	-7.0
